Screening results (PubChem BioAssay)
CTSL1 counter – blocks F. hepatica cathepsin L1 in PFM18AAP counter-screen; recombinant F. hepatica cathepsin L1, Z-Leu-Arg-MCA fluorescence; inhibition, % at 5.96 µM; 0.49% of 300,000 active;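 active = inhibition above the mean of all tested compounds plus 3 SD, set per screening campaign, cut at about 17% in these data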;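 note: 0% = plate median of test compound wells and 100% = 1 µM Z-Phe-Ala-diazomethylketone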
VLA-4 inh – inhibition in a human VLA-4 binding assay | AID 2557 | 0.2% of 330,000 active | VLA-4 expressing cells, ligand binding flow cytometry | inhibition, % (about 7 µM as worked out from the volumes in the protocol) | P13612; in the data active = inhibition above about 50%
GRK2 inh – human GRK2 inhibition via aptamer displacement. P25098. inhibition of aptamer binding, % at 10 µM. bead flow cytometry, FAM-aptamer displacement from GRK2. 0.59% of 330,000 active;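 active = inhibition of aptamer binding above 40%, roughly 3 SD of noise, on plates passing a quality check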;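 note: median bead fluorescence of bound FAM aptamer so fluorescent compounds give negative values; no value below 0 was filed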
proCasp3 act – activators of human procaspase-3; P42574; recombinant procaspase-3 D3A, Ac-DEVD-pNA absorbance 405 nm; 0.11% of 330,000 active; activation, % at 8.5 µM; AID 463141;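 active = activation above the mean of all tested compounds plus 3 SD, cut at about 21% in these data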;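 note: 0% = DMSO alone and 100% = DMSO wells spiked with extra 5 µM PC-3 D3A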
Target sequence (P42574 whole entry D9A/D28A/D175A): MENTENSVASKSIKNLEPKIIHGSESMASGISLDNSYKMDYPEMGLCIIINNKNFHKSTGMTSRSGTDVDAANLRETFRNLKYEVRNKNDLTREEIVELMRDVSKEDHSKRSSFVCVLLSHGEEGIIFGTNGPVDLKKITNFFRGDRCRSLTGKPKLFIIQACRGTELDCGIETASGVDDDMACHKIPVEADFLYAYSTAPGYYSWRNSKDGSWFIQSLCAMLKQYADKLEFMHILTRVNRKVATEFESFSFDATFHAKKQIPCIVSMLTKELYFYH
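Assay system: Procaspase-3 D3A mutant, all three cleavage aspartates alanine. Buffer or medium: Zinc-free HEPES saline buffer with Triton X-100. Times: 1 h compound preincubation, 2 h substrate hydrolysis at 25 °C. Measured by: 405 nm absorbance of p-nitroaniline, reads at 0 and 120 min. Read-out basis: percent activation relative to control range. Replicates: singlicate.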
JMJD2C inh – human JMJD2C demethylase inhibition. inhibition, % at 2.35 µM. AID 2099. GST-JMJD2C(1-420) H3K9me3 demethylation, DELFIA europium. Q9H3R0. 0.069% of 330,000 active;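 active = more than half of a compound's replicate wells show inhibition beyond 50%, single wells judged on their own value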;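 note: signal counts dimethyl H3K9 product captured on neutravidin plate; 0% = median of DMSO wells and 100% = 0.3 times that DMSO median; strong numbers were not always called active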
PP1 inh – counter-screen for PP5 inhibitors: inhibitors of human PP1-alpha; purified PP1alpha, OMFP fluorescence; inhibition, % at 6.7 µM; 0.9% of 320,000 active; AID 2235;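 active = inhibition above the mean inhibition of all tested compounds plus 3 SD, computed separately for each screening campaign, cut at about 15% in these data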
proCasp7 act – counter-screen: procaspase-7 (human) activation | P55210 | recombinant procaspase-7, Ac-DEVD-pNA absorbance 405 nm; D23A/D198A/D206A triple mutant, cannot self-cleave; scale: DMSO 0, 5 µM enzyme 100 | activation, % at 8.5 µM | 0.093% of 330,000 active | AID 463210;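 active = percent activation above the screen-wide mean plus 3 SD, cut at about 25% in these data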
Target sequence (P55210 whole entry D23A/D198A/D206A): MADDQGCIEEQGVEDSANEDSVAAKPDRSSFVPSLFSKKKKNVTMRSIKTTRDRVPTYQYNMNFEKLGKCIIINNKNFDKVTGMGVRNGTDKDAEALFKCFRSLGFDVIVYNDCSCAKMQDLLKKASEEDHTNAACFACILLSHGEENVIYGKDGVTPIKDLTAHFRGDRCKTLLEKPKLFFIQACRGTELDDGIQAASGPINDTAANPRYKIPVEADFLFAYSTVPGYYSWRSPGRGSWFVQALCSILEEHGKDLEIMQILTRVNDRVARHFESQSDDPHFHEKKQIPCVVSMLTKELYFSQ
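Detection: p-Nitroaniline absorbance at 405 nm, read at 0 and 120 min; system: Uncleavable procaspase-7 mutant enzyme; evaluation: % activation from two-timepoint absorbance difference, scaled to controls; times: 1 h enzyme–compound preincubation and 2 h substrate reaction, both 25 °C; buffer or medium: Zinc-free HEPES pH 7.4 with 300 mM NaCl, 0.01% Triton X-100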
core dimer inh – blocks dimerization of HCV core protein; TR-FRET GST/Flag-core106 dimerization, 1536-well; inhibition, % at 5 µM; 0.33% of 300,000 active;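 active = inhibition above the mean of all tested compounds plus 3 SD, set per screening campaign, cut at about 45% in these data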
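assay system = GST-tagged and Flag-tagged HCV core protein residues 1-106 | controls = unlabelled core106 and no-GST-core106 wells | incubation = compound-protein-antibody incubation 4 h at 22.5 °C | probe or stimulus = Eu donor and XL665 acceptor anti-tag antibodies | read-out = % inhibition based on acceptor/donor emission ratio | signal = TR-FRET 671 and 617 nm emission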
PP5 primary – blocks human protein phosphatase 5 activity; AID 1987; inhibition, % at 6.7 µM; purified PP5c, OMFP substrate fluorescence; 0.18% of 320,000 active; P53041;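 active = inhibition above the campaign's mean inhibition across all tested compounds plus 3 SD, cut at about 9.5% in these data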;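 note: 0% = DMSO only and 100% = 100 µM cantharidin control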
Target sequence (P53041 whole entry, looked up): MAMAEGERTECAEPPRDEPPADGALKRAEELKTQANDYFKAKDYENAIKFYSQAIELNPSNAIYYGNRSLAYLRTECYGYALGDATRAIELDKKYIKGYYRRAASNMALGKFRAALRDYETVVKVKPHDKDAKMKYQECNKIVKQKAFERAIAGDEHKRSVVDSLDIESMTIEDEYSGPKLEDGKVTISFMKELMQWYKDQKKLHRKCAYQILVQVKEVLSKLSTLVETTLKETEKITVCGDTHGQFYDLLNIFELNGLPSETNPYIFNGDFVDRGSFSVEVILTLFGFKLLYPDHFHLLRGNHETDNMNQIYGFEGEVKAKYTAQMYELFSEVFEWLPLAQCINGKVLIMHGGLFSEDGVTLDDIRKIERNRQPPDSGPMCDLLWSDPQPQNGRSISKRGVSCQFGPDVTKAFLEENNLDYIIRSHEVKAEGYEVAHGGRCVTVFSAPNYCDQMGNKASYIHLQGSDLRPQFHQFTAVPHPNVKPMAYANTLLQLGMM
* hit, by the source's call; . = not tested or not shown.

SMILES | CTSL1 counter | VLA-4 inh | GRK2 inh | proCasp3 act | JMJD2C inh | PP1 inh | proCasp7 act | core dimer inh | PP5 primary
COc1ccc(C2CC(=O)C=C(NCCC(C)C)C2)cc1 (stereo not given) | 0 | 6 | 0 | -93 | 9 | 5 | 3 | 17 | -0.4
CC(C)(C)NC(=O)Cn1cc(C#N)c2cc(Br)ccc21 | 1 | 2 | 2 | 12 | -4 | -3 | 0 | -4 | 0.2
O=C1c2ccccc2C(=O)N1CCCCCc1nc(-c2ccccc2)no1 | 0 | 21 | . | 2 | -74 | 0 | -3 | 0 | -1.5
CC(=O)OCC1=C(C(=O)O)N2C(=O)C(NC(=O)c3ccc(COc4ccc(Cl)cc4)o3)C2SC1 (stereo not given) | 1 | 0 | 11 | -8 | -12 | 1 | -16 | 12 | -0.1
COC(=O)CNC(c1ccccc1)c1cc(C)ccc1NC(=O)CNC(=O)OCc1ccccc1 (stereo not given) | 0 | -7 | 0 | -7 | -4 | 5 | -2 | 8 | 3.8
CC(=O)Nc1ccc(S(=O)(=O)N(C)CC(=O)OCC(=O)N(CC(C)C)C2CCS(=O)(=O)C2)cc1 (stereo not given) | -2 | 3 | 4 | 1 | -7 | -3 | -2 | -2 | -0.9
CC(c1ccccc1)N1CCN(C(=O)CCl)CC1 (stereo not given) | 1 | 22 | 2 | 9 | 2 | -1 | 3 | -2 | -1.1
Cc1ccc2c(c1)c1nc3ccccc3nc1n2CCN1CCOCC1 | 7 | -9 | 0 | -2 | 2 | 0 | 5 | 3 | 2.9
COCCn1c(=NC(=O)/C=C/c2ccccc2)sc2cc(NC(C)=O)ccc21 | -1 | -3 | 2 | -5 | 5 | 10 | 6 | 5 | 0.8
Cc1ccc(-c2csc(N3CCC[C@@H]3C(=O)NCCn3c(C(F)(F)F)nc4ccccc43)n2)cc1 | 3 | 2 | 0 | 3 | 9 | 1 | -5 | 11 | 2.9
Cc1cccc(-c2noc(-c3ccccc3C(=O)NCC3CCCO3)n2)c1 (stereo not given) | -1 | 24 | 0 | -5 | -6 | -5 | -17 | 5 | 2.5
O=C(NC1CC2CCCC(C1)N2C(=O)NC1CCCCC1)c1ccccc1 (stereo not given) | -4 | -2 | 0 | 6 | 5 | 1 | -2 | 4 | -1.4
COc1cc(/C=N/Nc2ccc(Cl)c(C(=O)O)c2)ccc1OC(=O)c1ccccc1F | 5 | 6 | 1 | -7 | -29 | 8 | -10 | 5 | 2.1
COc1ccc(CCNC(=O)C(=O)NCC2OCCN2S(=O)(=O)c2cc(F)ccc2F)cc1OC (stereo not given) | -1 | 6 | 78* | 10 | 64 | -2 | 8 | 27 | 0.2
CC(=O)N(C)C1=C(O)c2ccccc2C(=O)C1=O | 0 | -3 | 2 | 0 | 38 | -5 | -12 | -4 | 0.1
Cc1cc(-c2ccccc2)c2nncn2n1 | -2 | 5 | 2 | 5 | 105 | 2 | 1 | -1 | 0.1
CCOc1nc2c(c(-c3cccs3)c1C#N)Cc1ccccc1-2 | 3 | 2 | 2 | -1 | -13 | -4 | 1 | -1 | 1.9
Cc1nnc(C)n1/N=C/c1cccn1C | -1 | 14 | 0 | -4 | -12 | -3 | 10 | -7 | 0.7
C=C(C)CCOC(=O)C(CC(=O)O)NCc1ccco1 (stereo not given) | -3 | 6 | 43* | 10 | 7 | -2 | 5 | -2 | -2.1
CCCNC(=O)Cn1cnc2sc(C(=O)NCCN(CC)CC)c(C)c2c1=O | -2 | 15 | 0 | -4 | -13 | 16* | 1 | -7 | 4.7
COc1ccc2c(c1)C(=O)CC(O)(C(F)F)O2 (stereo not given) | 3 | -1 | . | -3 | -4 | -3 | 6 | 0 | -0.5
C=C1CCC[C@]2(C)C[C@H]3OC(=O)C(CN4CCOCC4)[C@H]3C[C@@H]12 (stereo not given in full) | 10 | -8 | 0 | -1 | -2 | -2 | -4 | -8 | -9.0
CCCCOc1cccc(C(=O)N(Cc2ccccc2)C2CCS(=O)(=O)C2)c1 (stereo not given) | 5 | -7 | 1 | 1 | -2 | 0 | -5 | 4 | 3.6
CCc1c(C)c2nncn2[nH]c1=O | 1 | -21 | 0 | 5 | 9 | 1 | -4 | -3 | 1.1
COc1cccc(Nc2nc(-c3cccs3)nc3ccccc23)c1 | 3 | 5 | 3 | -6 | 14 | -2 | 8 | 15 | 2.6
C/C(=N\O)C1(C)N(O)C(C)(C)C(c2ccc(F)cc2)=[N+]1[O-] (stereo not given) | 1 | -2 | 0 | 5 | 8 | -2 | 3 | 1 | 0.4
Cc1cc(NC(=O)CSc2ccc3nnc(-c4cccc(F)c4)n3n2)no1 | -2 | 13 | 4 | 5 | 19 | 0 | 7 | 1 | 0.3
CN=c1sc(C(=O)Nc2ccccc2)c(C)n1C | 10 | -3 | 0 | 8 | 10 | 0 | 0 | 4 | -2.4
CCC(C)NCC(=O)Nc1ccc([N+](=O)[O-])cc1C(=O)Nc1ccccc1F (stereo not given) | 1 | 3 | 0 | 1 | 12 | -2 | 6 | 4 | 0.9
COCCNC(=S)NC(=O)CC12CC3CC(CC(C3)C1)C2 | 0 | -2 | 3 | 1 | 1 | -1 | 0 | -2 | -0.6
COc1ccc(NC(=O)CC2(CC(=O)O)CCCC2)cc1 | 3 | -9 | 0 | 0 | 9 | -2 | -5 | 3 | -0.5
Cc1ccc(S(=O)(=O)N2CCCCC2C(=O)O)cc1 (stereo not given) | -2 | -5 | 0 | 1 | -2 | -1 | -4 | -3 | -1.1
Nc1nnc(SCc2ccc(F)cc2)s1 | 6 | 4 | 1 | 5 | 4 | -3 | 10 | 3 | 0.4
CCOc1ccc(NC(=O)CC2C(=O)N(c3ccc(OC)cc3)C(=O)N2Cc2ccc(OC)cc2)cc1 (stereo not given) | 2 | -24 | 3 | -3 | -11 | 0 | 5 | -9 | 6.6
COc1ccc2c(c1OC)C(=O)N(C(C)C(=O)O)C2=O (stereo not given) | -2 | 3 | 0 | 8 | . | -4 | 1 | 5 | 3.1
CC1(C)CC(=O)C(C=Nc2ccccc2Sc2ccccc2)=C(O)C1 | 4 | 4 | 3 | 2 | 17 | 4 | 0 | 14 | 0.9
CC(C)(C)NS(=O)(=O)c1ccc(CCC(=O)N2CCCC2)cc1 | -1 | 1 | 2 | 10 | 32 | 1 | -1 | -2 | 0.5
COc1ccc(CCN(C)C(=O)c2ccc(COc3ccccc3)o2)cc1OC | -2 | 12 | 0 | -12 | -15 | -1 | 4 | -7 | -0.8
C(=N\N1CCOCC1)/c1cccs1 | 5 | 25 | 0 | 0 | 3 | -3 | -3 | 2 | 1.4
Cc1cc(C)n2nc(C(=O)OCCOc3ccc(Br)cc3)nc2n1 | -3 | 6 | 0 | -1 | 12 | -3 | -2 | -1 | -1.1
CCOC(=O)c1cccc(NC(=O)/C=C/c2cccc([N+](=O)[O-])c2)c1 | -2 | 11 | 0 | -8 | 3 | 0 | 0 | 5 | 4.1
N#CC1=C(N)OC2=C(CC/C2=C\c2ccccc2)C1c1ccccc1 (stereo not given) | 2 | -163 | 0 | -11 | 159 | -1 | -8 | 55* | -2.1
CC(C)(C)C(=O)Nc1cc(NC(=O)C(C)(C)C)cc(C(=O)Nc2c[nH]c(=O)[nH]c2=O)c1 | -4 | 4 | 0 | -12 | 3 | 0 | 6 | -2 | -1.6
COc1ccc2nc(NC(=O)CSc3nnc(C)n3N)sc2c1 | 3 | -6 | 0 | 3 | 10 | 0 | 1 | 2 | -2.5
CCc1ccc(S(=O)(=O)c2nnn3c2nc(NCCNC(C)=O)c2ccccc23)cc1 | -3 | 2 | 0 | -2 | 6 | 0 | 3 | 4 | 2.0
c1cc(-c2cn(C[C@H]3CC[C@@H]([C@@H]4CC[C@H](Cn5cc(-c6ccsc6)nn5)O4)O3)nn2)cs1 | -11 | 25 | 2 | 11 | -20 | 1 | 8 | -3 | -0.3
O=C(Nc1ccnn1C1CCN(Cc2cccc(OCCO)c2)CC1)C1CC1 | -3 | -64 | 0 | 4 | -12 | -3 | -8 | -10 | 4.0
CC(=O)Oc1cc(C)cc2oc(=O)cc(-c3ccccc3)c12 | 2 | -5 | 3 | 0 | 1 | 3 | 1 | -4 | 0.2
Cn1c(N)c(C(=O)COC(=O)c2cc(-c3ccco3)nc3ccccc23)c(=O)n(Cc2ccccc2)c1=O | 9 | 15 | 0 | -14 | 20 | 30* | -35 | 47* | 3.4
CCCCn1c(CN2CCN(c3cccc(Cl)c3)CC2)nc2c1c(=O)[nH]c(=O)n2C | 3 | 4 | 0 | 4 | 5 | -2 | 0 | 11 | 0.2

Continuation.
SMILES | CTSL1 counter | VLA-4 inh | GRK2 inh | proCasp3 act | JMJD2C inh | PP1 inh | proCasp7 act | core dimer inh | PP5 primary
CCOC(=O)C1CCN(C(=O)c2ccc3c(c2)S(=O)(=O)c2ccccc2C3=O)CC1 | -1 | 4 | 0 | 8 | -16 | 3 | -10 | -5 | 1.6
Cc1cc(C(=O)CN2C(=O)C(=O)N(C)C2=O)c(C)n1-c1cccc(S(=O)(=O)N2CCOCC2)c1 | 3 | -1 | 3 | -4 | -10 | -5 | 0 | 8 | 3.9
Cc1ccc(OCC(=O)Nc2ccc(S(=O)(=O)N3CCCC3)cc2)cc1 | 0 | 21 | 0 | 2 | 1 | -1 | 0 | 17 | 0.6
Nn1c(COc2ccccc2F)nnc1SCC(=O)NC1CCS(=O)(=O)C1 (stereo not given) | 2 | 0 | 2 | 4 | 4 | -1 | 22 | 3 | 0.4
COC(=O)[C@]1(C)N[C@H](CN(C)C(=O)c2ccc(C(C)(C)C)cc2)[C@@H]2C(=O)N(C)C(=O)[C@@H]21 | . | 25 | 2 | 7 | . | . | 14 | . | .
COc1ccc(CNC(=O)CN(c2ccc(OC)cc2)S(=O)(=O)c2c(C)[nH]c(=O)[nH]c2=O)cc1 | 0 | -10 | 0 | 2 | -8 | -2 | 1 | -11 | 0.8
COc1ccc2c(c1)c1nc3n(c(=O)c1n2CC(=O)Nc1ccccc1)CCCS3 | 7 | 2 | 0 | 1 | -3 | 1 | 4 | 11 | -0.7
N/C(=N\OC(=O)COc1ccc(Cl)cc1)c1cccnc1 | -7 | 24 | 1 | -4 | -1 | -6 | -5 | 3 | 0.0
Cc1cccc2cc(C#N)c(SCC(=O)Nc3ccccc3N3CCOCC3)nc12 | 2 | -24 | 2 | -5 | -11 | -6 | 1 | 22 | 0.4
O=C(c1ccc(C#CC2(O)CCCCC2)cc1)N1CCOCC1 | 2 | -8 | 0 | -9 | -3 | 7 | -8 | 0 | 1.3
N#CCCn1cc(/C=N/NC(=O)c2ccncc2)c(-c2ccc(F)cc2)n1 | -3 | -3 | 1 | 7 | 0 | -3 | -2 | -1 | 0.1
CCOC(=O)Cn1c(=O)c2c(nc3n2CCCN3CCc2ccccc2)n(C)c1=O | -1 | -27 | 0 | -1 | -2 | 2 | 6 | 2 | -0.9
COc1ccc(CSc2nnc(C)s2)cc1F | -5 | 4 | 2 | 4 | 2 | -2 | 2 | 6 | 1.6
O=C(CN1C(=O)COc2ccc(S(=O)(=O)N3CCCC3)cc21)NCc1ccccn1 | 3 | -24 | 0 | 1 | 1 | -6 | 9 | 1 | -0.1
